TRPC6 inhibitor – mouse TRPC6 channel inhibition; HEK293-TRPC6, membrane potential dye, ACh-evoked depolarization; stronger effect = lower value; B-score at 10 µM; 1.1% of 310,000 active; AID 2553;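 active means B-score under library mean minus 3 SD, initial fluorescence not abnormally high, positive integrated signal ratio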;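 further: B-score derived from integrated fluorescence ratio over the kinetic read; more negative B-score means stronger inhibition of depolarization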
TRPC6 act – activates the mouse TRPC6 cation channel; HEK293-TRPC6 membrane potential dye fluorescence; stronger effect = higher value; B-score at 10 µM; 0.13% of 310,000 active; AID 2550;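 active means B-score of the integrated fluorescence ratio above library mean plus 3 SD, and starting fluorescence ratio within library mean plus 5 SD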;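 further: higher score means more depolarization so channel activation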
IEC-6 tox – IEC-6 cytotoxicity, counter-screen for KLF5 inhibitors. luminescence viability. inhibition, % at 5 µM. 0.78% of 290,000 active. AID 1825; in the data active means inhibition above about 22%;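 further: 0% = plate median of test compound wells and 100% = cytotoxic reference compound wells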
TRPC4 inh – blocks the mouse TRPC4 cation channel; B-score at 10 µM; Q9QUQ5; AID 2247; HEK293 TRPC4beta/mu-opioid, DAMGO-evoked Fluo4 calcium flux; stronger effect = lower value; 0.39% of 300,000 active;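 active means B-score over 3 SD under the library average, no early fluorescence shift, positive overall ratio signal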
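test system = HEK293 cells with stable TRPC4beta plus mu-opioid receptor expression | detection = Fluo4 Ca2+ flux fluorescence | read-out = integrated fluorescence ratio relative to baseline, converted to per-well B score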
KLF5 inh – kruppel-like factor 5 inhibition. DLD-1 KLF5 promoter-luciferase reporter, luminescence. inhibition, % at 5 µM. 0.23% of 290,000 active;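 active means inhibition above a per-plate limit of that plate's mean compound inhibition plus 3 SD, cut at about 60% in these data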;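 further: 0% = DMSO wells and 100% = LY294002 at 200 µM; higher means less KLF5 promoter-driven luciferase light; inactives centre near -14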
HIF activator – HIF pathway transcriptional activation; activation, % at 7.5 µM (by protocol); U2OS HRE-luciferase reporter, luminescence; normalized: DMSO 0%, desferrioxamine 100%; 0.32% of 300,000 active; AID 1910;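 active means mean activation of at least 10% of the iron chelator positive control signal, with at least half of replicates also reaching 10%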
TRPC4 act – activators of mouse TRPC4 channel. 0.49% of 310,000 active. Q9QUQ5. B-score at 10 µM. AID 2237. HEK293 TRPC4beta/mu-opioid, Fluo4 calcium fluorescence; stronger effect = higher value;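 active means B-score above 5 SD of library B-scores, and initial fluorescence ratio not above library mean plus 5 SD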;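 further: positive B-score marks a calcium rise read as TRPC4 activation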
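Material: HEK293 stable line with TRPC4beta plus mu-opioid receptor; technique: Fluo4 calcium-sensitive dye fluorescence, kinetic, 1 Hz baseline; timing: Fluo4 dye loading 45 min at room temperature, 110 s recording; controls: assay buffer as low control, maximal DAMGO as high control; read-out: integrated baseline-normalised fluorescence ratio, converted to per-well B score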
SKKanGAS inh – inhibitors of SKKanGAS S. pyogenes growth in kanamycin (SK-promoter or general growth effect); BacTiter-Glo, 6 h; inhibition, % at 7.5 µM; 1.3% of 300,000 active; AID 1662;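 active means mean replicate score, as percent of positive control median, at least 50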;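 further: strain carries kanamycin resistance gene driven by streptokinase promoter and grows in 40 µg/ml kanamycin; loss of luminescence reflects streptokinase promoter inhibition or plain growth inhibition; 0% = median of DMSO wells and 100% = positive control at its reference dose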
MrgX1 antag – human MrgX1 receptor antagonism, primary screen; Q96LB2; 1.3% of 310,000 active; B-score at 10 µM; MRGX1-HEK293 calcium flux, Fluo-4, BAM8-22 antagonism; stronger effect = lower value;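 active means calcium-response B-score plate-corrected more than 3 library SD below zero, starting fluorescence within 5 deviations, no agonist response on first addition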;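 further: peak minus trough fluorescence over baseline after final BAM8-22 challenge near maximal dose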
Target sequence (Q96LB2 whole entry, looked up): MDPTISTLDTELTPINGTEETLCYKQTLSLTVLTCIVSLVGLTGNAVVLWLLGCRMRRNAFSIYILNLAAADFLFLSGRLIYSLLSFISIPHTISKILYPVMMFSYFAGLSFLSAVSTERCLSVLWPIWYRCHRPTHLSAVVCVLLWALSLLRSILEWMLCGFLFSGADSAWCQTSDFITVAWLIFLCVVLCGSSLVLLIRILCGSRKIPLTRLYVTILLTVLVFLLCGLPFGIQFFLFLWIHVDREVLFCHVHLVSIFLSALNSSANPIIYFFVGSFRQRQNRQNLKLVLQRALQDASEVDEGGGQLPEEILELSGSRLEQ
TRPC4 PAM – TRPC4 (mouse) allosteric potentiation. AID 2227. HEK293 TRPC4beta/mu-opioid, DAMGO EC20, Fluo-4 Ca2+ flux; stronger effect = higher value. Q9QUQ5. 0.42% of 310,000 active. B-score at 10 µM;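 active means B-score of calcium response area above 5 SD of library B-scores, with initial fluorescence ratio within 5 SD of library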;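 further: B-score of integrated fluorescence ratio over time as area under calcium response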
aSyn 5UTR inh – 5' untranslated region of α-synuclein, MLPCN primary screen | alpha-synuclein 5'UTR reporter, inhibitor activity | inhibition, % (tested at 7.5 µM) | 0.82% of 300,000 active | AID 1813; in the data active means inhibition above about 60%;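 further: H4 neuroglioblastoma cells stably carrying SNCA 5'UTR luciferase fusion; 0% = DMSO wells and 100% = positive control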
Numbers without * were called inactive; i = inactive; . = no result given. Hits appear at their usual frequency; any-hit rate near 5.8%.

SMILES | TRPC6 inhibitor | TRPC6 act | IEC-6 tox | TRPC4 inh | KLF5 inh | HIF activator | TRPC4 act | SKKanGAS inh | MrgX1 antag | TRPC4 PAM | aSyn 5UTR inh
Cc1nc2c3cnn(-c4ccc(C)c(C)c4)c3ncn2n1 | i | i | -2 | i | -88 | 1.3 | i | 29 | i | i | -191
COC(=O)c1ccc2c(=O)n(NC(C)=O)c(=S)[nH]c2c1 | i | i | -3 | i | -20 | -0.4 | i | -2 | i | i | -2
C=CCN=c1scc(-c2ccco2)n1/N=C/c1ccc(O)c(O)c1O | i | i | 1 | i | -44 | 2.4 | i | -3 | i | i | -25
Cc1ccc(OCCn2c(C)nc3ccccc32)cc1 | i | i | -1 | -6* | -33 | -0.1 | i | -4 | i | i | -26
CCOC(=O)C1CCCN(Cc2nc(Cc3ccccc3Cl)no2)C1 (stereo unspecified) | i | i | -6 | i | -9 | -0.2 | i | 12 | i | i | -1
Cc1cc(C)c(OCC(O)CNC(C)(C)C)c(C)c1 (stereo unspecified) | i | i | 1 | i | -25 | 0.1 | i | 0 | i | i | 16
O=C(C1CCCO1)N1CCN(S(=O)(=O)c2ccccc2)CC1 (stereo unspecified) | i | i | -2 | i | -15 | 0.2 | i | -3 | i | i | -8
O=C(CSc1nnnn1-c1ccc2c(c1)OCO2)NCc1ccccc1 | i | i | 10 | i | -4 | 1.8 | i | -9 | i | i | -20
CN(CCCNC(=O)c1ccccc1F)CCCNC(=O)c1ccccc1F | i | i | -3 | i | -32 | -2.5 | i | -5 | i | i | -11
CC(C)(C)OC(=O)N[C@@H](Cc1ccccc1)C(=O)NCC1CCC(C(=O)N[C@@H](CC(=O)O)C(=O)O)CC1 (stereo partly specified) | i | i | 4 | i | -36 | -40 | i | 0 | i | i | 5
Cc1ccc2c(CC(=O)OCC(=O)N(CC(C)C)c3c(N)n(Cc4ccccc4)c(=O)[nH]c3=O)coc2c1 | i | i | . | i | . | -0.3 | i | -2 | i | i | 12
CN(C)c1ncc(S(=O)(=O)c2ccccc2)c(-c2ccccc2Cl)n1 | i | i | -3 | i | -43 | -0.3 | i | 15 | i | i | 1
Cc1ccc(NC(=O)c2cc(Cl)ccc2[N+](=O)[O-])cc1C | i | i | -1 | i | -27 | 1.3 | i | -1 | i | i | -9
COc1ccc(/C=C2\SC(=S)N(CCC(=O)Nc3cccc(O)c3)C2=O)cc1 | i | i | 3 | i | -39 | 2.6 | i | 9 | . | i | -6
COC(=O)c1ccc(COC(=O)CCS(=O)(=O)c2ccc(C)cc2)cc1 | i | i | -3 | i | -4 | 0.0 | i | 2 | i | i | 4
CCN=C1NN=C(c2cc(C)n(Cc3ccco3)c2C)CS1 | i | i | -11 | i | -14 | -1.6 | i | 14 | i | i | 36
Cc1cccc(Cn2cc(/C=C/[N+](=O)[O-])c3ccccc32)c1 | i | i | -1 | i | -46 | -0.4 | i | 31 | i | i | 34
COC(=O)CCN(C1CCCCC1)S(=O)(=O)c1ccc(S(=O)(=O)NC2CCCCC2)cc1 | i | i | 0 | i | -13 | 0.3 | i | -3 | i | i | 18
Cc1onc(-c2ccccc2)c1CNC(=O)C1COc2ccccc2O1 (stereo unspecified) | i | i | 2 | i | -36 | 0.0 | i | 1 | i | i | 11
CC(=O)N(c1cccc(Br)c1)c1nc(C)cc(C)c1C#N | i | i | -8 | i | 3 | -0.3 | i | -1 | i | i | 7
O=C(CCCC(=O)c1ccccc1)NCCc1ccccc1F | i | i | -10 | i | -5 | 0.6 | i | -5 | i | i | -16
Cc1ccc(C(=O)NCC(=O)NCC(=O)OCC(=O)c2ccc(F)cc2)cc1 | i | i | 1 | i | 12 | -0.8 | i | 2 | i | i | 6
CCOC(=O)C1=C(CN2CCc3ccccc32)NC(=O)NC1c1cccc([N+](=O)[O-])c1 (stereo unspecified) | i | i | 9 | . | 1 | -0.7 | i | 8 | i | i | 9
CC1=Nn2c(nnc2-c2ccccc2Cl)SC1 | i | i | -1 | i | -4 | -0.4 | i | 3 | i | i | 12
CN1CCN(C(=O)c2ccc3c(c2)NC(=O)C(C)(C)O3)CC1 | i | i | -4 | i | -33 | -0.1 | i | 3 | i | i | -10
CCOc1ccc(CNC(=O)CCn2c(=O)oc3ccccc32)cc1 | i | i | -7 | i | -18 | -0.4 | i | 6 | i | i | 11
CC(C)CNC(=O)COC(=O)c1ccccc1SCC(=O)NCC(C)C | i | i | -4 | i | -7 | 0.4 | i | -5 | i | i | -9
Cc1ccnc(NC(=O)CCC(=O)N(CC(=O)NCc2ccccc2)Cc2ccco2)c1 | i | i | -5 | i | -4 | -0.6 | i | 2 | i | i | 23
CCOC(=O)Cc1csc(NC(=O)COc2ccc(C)cc2)n1 | i | i | -2 | i | -1 | -0.2 | i | 0 | i | i | -2
CC(C)Cc1nnc(NC(=O)CCC(=O)N2CCN(c3ccccc3)CC2)s1 | i | i | -2 | i | -28 | 0.3 | i | 103* | i | i | -6
COc1ccc(N2C(=O)[C@@H]3C(c4cccnc4)=NO[C@@H]3C2=O)cc1 | i | i | -11 | i | -6 | 30* | i | 2 | i | i | -1
CCCC(=O)OCC(=O)c1[nH]c(C)c(C(C)=O)c1C | i | i | -4 | i | 9 | -0.2 | i | -1 | i | i | -39
O=C(COc1ccc(Cl)cc1)NCCN1CCCC1 | i | i | 0 | i | -5 | 0.4 | i | -4 | i | i | 2
CCCCn1c(-c2csc(CCC)c2)n[nH]c1=S | i | i | -3 | i | -2 | 0.1 | i | 12 | i | i | 15
Cc1ccc(C(=O)N/N=C(/CC(=O)c2cccs2)C(F)(F)F)cc1 | i | i | 4 | i | -29 | 0.3 | i | 1 | i | i | -12
COc1ccc(N2CCN(C(=O)c3c(Cl)cnn3C)CC2)cc1 | i | i | -1 | i | -11 | -0.2 | i | 2 | i | i | 3
CC(=O)Nc1nc(-c2ccc(Cl)cc2)ns1 | i | i | 7 | i | -59 | 2.6 | i | 4 | i | i | -206
COc1ccccc1OCC(=O)NNc1c2ccccc2nc2ccccc12 | i | i | 5 | i | -14 | 0.5 | i | 40 | i | i | -21
COc1cccc(CNCc2ccccn2)c1OC | i | i | -6 | -6* | -48 | -31 | 63* | -3 | i | i | 1
CS(=O)(=O)c1ccc2nc(NC(=O)C3CC3)sc2c1 | i | i | . | i | . | 15* | i | -10 | i | i | 8
Cc1ccc(F)cc1NC(=O)c1ccc2c(c1)OCO2 | i | i | 1 | i | -6 | -0.1 | i | . | i | i | 11
CCOC(=O)c1ccc2cccc(C)n2c1=O | i | i | -4 | i | -27 | 0.6 | i | -3 | i | i | 2
Cc1c(OC(C)C(=O)NC(Cc2c[nH]c3ccc(O)cc23)C(=O)O)ccc2c1oc(=O)c1ccccc12 (stereo unspecified) | i | i | -3 | i | -12 | -0.6 | i | -6 | i | i | 0
CC(=O)Nc1ccc(OCC(O)CN2CCN(c3ccccc3Cl)CC2)cc1 (stereo unspecified) | i | i | 7 | i | 13 | 0.8 | i | -12 | i | i | 2
COc1ccccc1NC(=S)NCCc1ccc(Cl)cc1 | i | i | 1 | i | -2 | -4.5 | i | -3 | i | i | 1
O=C(O)CCC(=O)Nc1ccccc1N1CCOCC1 | i | i | 3 | i | -5 | -0.1 | i | -3 | i | i | 1
CCOC(=O)C1CCN(C(=O)c2cc(C(C)(C)C)nn2Cc2ccccc2)CC1 | i | i | -1 | i | -28 | -0.2 | i | 1 | i | i | 14
COc1ccc(-n2nc3c(c2NC(=O)c2cc(Br)ccc2Cl)CS(=O)C3)cc1 (stereo unspecified) | i | i | 5 | i | -5 | -0.1 | i | -5 | i | i | 9
CCOC(=O)N1CCN(Cc2nc3cc(NC(C)=O)ccc3n2C)CC1 | i | i | 1 | i | -13 | -1.8 | i | -5 | i | i | 4
COCCCNCCOCCSc1ccc(Cl)cc1 | i | i | 1 | i | -17 | -0.9 | i | 1 | i | i | 29

Additional results follow:
SMILES | TRPC6 inhibitor | TRPC6 act | IEC-6 tox | TRPC4 inh | KLF5 inh | HIF activator | TRPC4 act | SKKanGAS inh | MrgX1 antag | TRPC4 PAM | aSyn 5UTR inh
CCOC(=O)N1CCN(C(=O)c2ccc3c(c2)ncn3C2CCCC2)CC1 | i | i | 2 | i | -22 | 0.4 | i | 2 | i | i | 4
O=c1nc2n(c3ccc([N+](=O)[O-])cc13)CCCCC2 | i | i | 2 | i | -18 | -0.7 | i | -25 | i | i | 1
CC1Cc2ccccc2N1C(=O)CSc1ccccc1 (stereo unspecified) | i | i | -5 | i | -45 | 0.6 | i | 5 | i | i | -53
O=C(CSc1cccc2cccc(Cl)c12)NC1=NCCS1 | i | i | 7 | i | -17 | -0.2 | i | 7 | i | i | 16
CCc1nnc(NC(=O)CN2CCC(O)(c3ccccc3OC)CC2)s1 | i | i | -7 | i | -1 | -0.1 | i | -4 | i | i | -4
Cc1nc(NCCCn2ccnc2)c2oc3ccccc3c2n1 | i | i | 0 | i | 10 | -0.1 | i | 0 | i | i | 0
Cc1ccc([C@@H]2[C@@H]3C(=O)N(C)C(=O)[C@@H]3[C@]3(Cc4ccccc4)C(=O)N(CCO)CC(=O)N23)o1 | i | i | -6 | i | -2 | -0.1 | i | -4 | i | i | 0
Cc1ccsc1/C=N/NC(=O)c1nnn(-c2nonc2N)c1C | i | i | 0 | i | -45 | 0.1 | i | -7 | i | i | -48
Cc1cc(C(=O)COC(=O)COc2ccc(C#N)cc2)c(C)n1C1CC1 | i | i | . | i | . | 0.6 | i | 22 | i | i | -8
COc1cccc(CNC(=S)Nc2cc(OC)ccc2OC)c1 | i | i | 3 | i | -9 | 0.2 | i | -2 | i | i | 6
CCOC(=O)CN(C(=O)CSc1nnc2c(n1)[nH]c1ccccc12)c1ccccc1 | i | i | 2 | i | 5 | -0.8 | i | 2 | i | i | 11
CC1=CC(c2ccc(Cl)cc2)n2nc(N3C(=O)CCC3=O)nc2N1 (stereo unspecified) | i | i | 0 | i | 2 | 0.0 | i | 4 | i | i | -41
O=C(NNC(=O)c1ccccc1F)c1cccs1 | i | i | -4 | i | -30 | 1.5 | i | 1 | i | i | -47
O=S(=O)(c1ccccc1F)N1CCN(CC(O)c2ccccc2)CC1 (stereo unspecified) | i | i | -4 | i | -26 | -0.2 | i | -4 | i | i | -8
